CHRM1 antagonist = human CHRM1 antagonism | inhibition, % at 3 µM | CHO-K1 hM1, Fluo-8 calcium fluorescence, ACh EC80 antagonist | P11229 | actives 1.3% (n = 360,000);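 active = percent inhibition above its own plate's cutoff, namely the mean of that plate's compound wells plus 3 SD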;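 also: peak over basal fluorescence ratio during 140 s after agonist addition; 0% = ACh EC80 plus DMSO and 100% = DMSO alone without agonist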
CHRM5 PAM = positive allosteric modulators of human muscarinic M5 receptor; CHO-K1 hM5, Fluo-8 calcium, ACh EC20 PAM; 0% = ACh EC20, 100% = ACh EC100; P08912; activation, % at 3 µM; actives 0.3% (n = 360,000);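 active = activation above the run cutoff, the mean activation of all test compounds plus 3 SD, cut at about 18% in these data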
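System: CHO-K1 cell line with stable human muscarinic M5 receptor expression | Also added: EC20 acetylcholine as agonist stimulus | Compound: One concentration, 3 µM final (nominal) | Timing: Fluo-8 loading 80 min at 37 °C plus 30 min room temperature | Measured by: Fluo-8 calcium dye fluorescence, kinetic read | Read-out basis: % activation, ACh-normalized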
CHRM5 antagonist = CHRM5 antagonism in calcium assay. P08912. CHO-hM5 cells, Fluo-8 calcium fluorescence, ACh EC80. inhibition, % at 3 µM. actives 0.59% (n = 360,000). AID 624040;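 active = inhibition above a per-plate cutoff, the mean of that plate's test compounds plus 3 SD, cut at about 27% in these data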;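 also: 0% = acetylcholine EC80 with DMSO and 100% = DMSO without agonist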
TAAR1 ag = agonists of human TAAR1 | activation, % at 3 µM | CHO RD-HGA16 TAAR1, Fluo-8 calcium fluorescence; vehicle wells 0%, saturating PEA agonist 100% | Q96RJ0 | AID 624467 | actives 0.99% (n = 360,000);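 active = activation above the mean activation of all test compounds in the run plus 3 SD, cut at about 38% in these data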
Target sequence (Q96RJ0 whole entry, looked up): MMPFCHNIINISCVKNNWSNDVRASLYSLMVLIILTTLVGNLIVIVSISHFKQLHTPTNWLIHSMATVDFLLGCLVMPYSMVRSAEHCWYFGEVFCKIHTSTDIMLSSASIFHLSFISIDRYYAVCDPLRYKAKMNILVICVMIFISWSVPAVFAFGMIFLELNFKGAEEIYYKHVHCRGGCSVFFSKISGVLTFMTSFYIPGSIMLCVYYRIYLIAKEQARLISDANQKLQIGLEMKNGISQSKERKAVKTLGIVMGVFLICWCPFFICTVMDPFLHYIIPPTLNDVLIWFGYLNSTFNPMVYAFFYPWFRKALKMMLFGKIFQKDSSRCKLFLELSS
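Benchmarks: low control DMSO, high control PEA (EC100); System: CHO RD-HGA16 cells carrying human TAAR1 plus Gα16; Detection: Fluo-8 fluorescence, 5 s baseline then 140 s kinetic read; Schedule: 17-24 h plating, Fluo-8 75 min 37 °C, 30 min RT; Read-out basis: % activation from peak over basal fluorescence ratio, DMSO-to-PEA scaled.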
CHRM4 agonist = CHRM4 agonism in calcium assay; actives 0.14% (n = 360,000); activation, % at 3 µM; P08173; CHO-K1 hM4/Gqi5, Fluo-8 calcium fluorescence; vehicle 0%, full acetylcholine response 100%;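 active = activation above the run mean over all test wells plus 3 SD, cut at about 32% in these data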;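 also: peak over basal fluorescence ratio per well then scaled between controls; 0% = DMSO wells and 100% = acetylcholine at EC100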
Target sequence (P08173 whole entry, looked up): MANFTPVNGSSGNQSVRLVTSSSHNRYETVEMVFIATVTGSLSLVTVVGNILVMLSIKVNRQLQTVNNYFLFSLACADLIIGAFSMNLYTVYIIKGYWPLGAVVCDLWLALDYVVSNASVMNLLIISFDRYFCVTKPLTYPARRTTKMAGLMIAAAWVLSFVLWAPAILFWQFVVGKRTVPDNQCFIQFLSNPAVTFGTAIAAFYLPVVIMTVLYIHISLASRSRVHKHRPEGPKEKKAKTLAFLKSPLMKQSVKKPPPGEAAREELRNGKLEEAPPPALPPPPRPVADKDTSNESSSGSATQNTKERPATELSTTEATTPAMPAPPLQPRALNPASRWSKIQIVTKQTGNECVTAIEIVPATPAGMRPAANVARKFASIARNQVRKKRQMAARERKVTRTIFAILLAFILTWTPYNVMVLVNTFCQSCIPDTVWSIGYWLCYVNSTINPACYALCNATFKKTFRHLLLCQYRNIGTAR
M1 PAM = potentiates human M1 receptor response to acetylcholine; P11229; CHO-K1 hM1, Fluo-8 calcium fluorescence, ACh EC20; 0% = ACh EC20, 100% = maximal ACh; activation, % at 3 µM; actives 0.088% (n = 360,000); AID 588819; in the data active = activation above about 19%, passing the limit was not always enough
M4 antag = CHRM4 antagonism in calcium assay; P08173; CHO-hM4 cells, ACh EC80, Fluo-8 calcium fluorescence; inhibition, % at 3 µM; actives 0.73% (n = 360,000);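 active = inhibition above its plate's cutoff, the mean inhibition of sample wells plus 3 SD, cut at about 27% in these data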;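 also: 0% = acetylcholine EC80 with DMSO and 100% = DMSO without agonist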
CHRM5 agonist = agonists of human muscarinic M5 receptor (CHRM5); P08912; CHO-K1 hM5 cells, Fluo-8 calcium fluorescence; 0% DMSO wells, 100% maximal acetylcholine response; activation, % at 3 µM; actives 0.19% (n = 360,000);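 active = activation above the run's mean over test compounds plus 3 SD, cut at about 23% in these data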;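 also: signal is peak over basal fluorescence ratio across the kinetic read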
CHRM1 agonist = agonists of human M1 muscarinic receptor. P11229. CHO-K1 hM1, Fluo-8 calcium fluorescence, agonist mode; 0% DMSO, 100% acetylcholine EC100. activation, % at 3 µM. actives 0.33% (n = 360,000);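 active = activation above the run's mean compound activation plus 3 SD, cut at about 16% in these data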;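 also: peak over basal fluorescence ratio within a 140 s kinetic read after compound addition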
* = called active by the depositor; nt = not tested or not shown. An excerpt, so the mix of outcomes need not match the whole.

SMILES	CHRM1 antagonist	CHRM5 PAM	CHRM5 antagonist	TAAR1 ag	CHRM4 agonist	M1 PAM	M4 antag	CHRM5 agonist	CHRM1 agonist
CC(=O)NCCNC(=O)C1(C)Cc2c(-c3ccccc3)ccnc2O1 (stereo unspecified)	-9	-1	6	1	0	3	-3	2	-3
COc1ccccc1NC(=O)C(C)OC(=O)CCCc1c[nH]c2ccccc12 (stereo unspecified)	8	-2	-2	3	4	-3	1	3	-1
CCCc1nc2ccccc2c(C(=O)OCC(=O)c2ccc3c(c2)NC(=O)CO3)c1CC	5	-6	3	5	1	8	8	-1	-3
CCCNC(=O)C1CCN(c2cc(-c3ccccc3)nc3ncnn23)CC1	-2	-3	11	2	1	5	1	0	-3
COc1ccc(C2/C=C\CN(Cc3ccc(N(C)C)cc3)CC(=O)N2Cc2ccc(F)cc2)cc1 (stereo unspecified)	13	-4	4	9	3	-3	1	1	-4
CC(C)C[C@@H](CN(N=O)[C@@H](Cc1ccccc1)CN(C)N=O)N(CCc1ccccc1)N=O	-11	-2	13	36	0	11	5	-1	-8
Cc1cc(N)n(-c2ncnc3scc(-c4ccc(Cl)cc4)c23)n1	-3	1	2	-1	0	7	-8	-9	-1
Cn1c(=O)c2sccc2n2c(CCCC(=O)Nc3ccc(F)cc3F)nnc12	-2	0	0	-4	2	3	7	-2	-8
O=C(NNC(=O)c1ccccc1O)c1ccccc1O	-32	-1	-6	2	2	10	-21	6	7
COc1cc(C(=O)OCC(=O)c2cc(C)n(C)c2C)cc(OC)c1OC	5	-2	3	-1	1	2	14	1	-4
CC(=O)c1ccc(S(=O)(=O)N2CCC(c3nc4ccccc4[nH]3)CC2)cc1	7	-5	-4	4	11	-3	-13	0	-6
COc1ccc(NC(=O)c2cc(-c3cccs3)on2)cc1OC	1	-5	11	42*	2	10	-1	1	9
CCOC(=O)N1CCN(c2nc3c(C)cccn3c(=O)c2C=O)CC1	-4	-1	9	-2	-1	3	5	2	-6
CCCCCCCCNc1ncnc2ccccc12	29*	-15	43*	nt	9	-11	27*	3	-2
CCN1CCN(c2ncc(C(=O)Nc3c(F)cc(F)cc3Br)c3ccccc23)CC1	28	-18	1	15	13	-18	4	-4	-4
CC(CN1CCCCC1)OC(=O)Cc1ccc(Cl)cc1 (stereo unspecified)	2	7	-11	0	1	-1	-4	-2	-4
CSc1oc(-c2ccccc2)nc1C(N)=O	-9	4	-3	2	3	6	-3	1	-6
CCCC1(c2ccccc2)NC(=O)N(CC(=O)Nc2ccc(N3CCOCC3)cc2)C1=O (stereo unspecified)	-10	0	12	3	2	15	12	4	1
CN(Cc1ccccc1)C(=O)CCC1CCN(C(=O)c2ccco2)CC1	31*	-7	9	1	1	-15	10	0	-5
c1nnc(NC2=NCCC2)s1	-9	2	-2	2	1	9	8	1	0
CC1CC(=O)N(CC(=O)Nc2ccc3c(c2)OCO3)c2ccccc2S1 (stereo unspecified)	-19	-1	-6	9	3	12	-2	3	3
CN1C(=O)N(C)c2ccc(Br)c3cccc1c23	-3	3	5	0	1	0	0	-2	-5
O=C(NN=C1CCCCCC1)c1ccc2c(c1)OCO2	-11	1	-1	16	0	10	1	0	-4
C=C(C)Cn1c(C(C)NC(=O)CCC)nc2ccccc21 (stereo unspecified)	-5	3	-7	0	0	8	-12	0	-5
CC[C@]1(C(=O)OC)[C@H]2C(=O)N(Cc3ccccc3)C(=O)[C@H]2[C@H]2CN=C(SCc3ccc(C#N)cc3)N21	-8	-3	-2	2	6	1	-7	-3	-9
O=C1C(Cl)=C(NCC2CCCO2)C(=O)N1C1CCCCC1 (stereo unspecified)	6	1	-3	0	0	3	6	1	-2
CC(C)(C)n1nnnc1C(c1cccc(C#N)c1)N1CCCCCC1 (stereo unspecified)	-21	26*	9	12	0	6	-4	3	-3
Cc1cc(NC(=O)c2ccc(Cl)cc2)cc(C)c1OCC(=O)N1CCOCC1	0	0	-7	4	5	5	0	0	-1
CC1C/C(=C/c2ccccn2)C(=O)/C(=C/c2ccccn2)C1 (stereo unspecified)	-9	3	4	nt	3	8	2	4	-6
Cc1ccc(NC(=O)NCc2ccc3c(c2)OCO3)c(C)c1	-2	-5	7	1	2	-1	-10	-3	-6
O=C(Nc1cccc(/C=C/c2ccccn2)c1)c1cc(Cl)ccn1	-20	-4	7	0	5	4	-2	-5	-7
CCOc1ccc(C(=O)N2CCN(S(=O)(=O)c3ccc4c(c3)OCCO4)CC2)cc1OCC	-9	0	1	1	6	4	-24	-2	-5
O=C(c1nn2c(C(F)(F)F)cc(-c3ccccc3)nc2c1Cl)N1CCOCC1	-4	-8	-1	2	0	1	0	-3	-6
NC(=O)c1ccc(NC(=O)COC(=O)C2CC3C=CC2C3)cc1 (stereo unspecified)	-23	4	0	4	1	14	2	7	0
COCCNC(=O)CN1N=C(c2ccc(OC)cc2)CCC1=O	-20	9	-4	1	1	14	-17	-2	-2
O=C(Cc1c(F)cccc1Cl)NNC(=O)c1ccncc1	-6	1	5	0	1	10	3	1	-4

Three compounds picked at random from those above, as already listed:
SMILES	CHRM1 antagonist	CHRM5 PAM	CHRM5 antagonist	TAAR1 ag	CHRM4 agonist	M1 PAM	M4 antag	CHRM5 agonist	CHRM1 agonist
CCCNC(=O)C1CCN(c2cc(-c3ccccc3)nc3ncnn23)CC1	-2	-3	11	2	1	5	1	0	-3
CN1C(=O)N(C)c2ccc(Br)c3cccc1c23	-3	3	5	0	1	0	0	-2	-5
Cc1cc(NC(=O)c2ccc(Cl)cc2)cc(C)c1OCC(=O)N1CCOCC1	0	0	-7	4	5	5	0	0	-1

Next part:
SMILES	CHRM1 antagonist	CHRM5 PAM	CHRM5 antagonist	TAAR1 ag	CHRM4 agonist	M1 PAM	M4 antag	CHRM5 agonist	CHRM1 agonist
COC(=O)C1CCN(C(=O)COC(=O)c2oc3ccccc3c2C)CC1	-7	1	1	10	2	6	-3	0	-3
O=C(CN1C(=O)NC2(CCCC2)C1=O)OCc1ccc(F)cc1	-16	-2	4	1	2	5	0	1	-1
O=C(NN1C(=O)c2ccccc2NC1c1ccccc1OCc1ccccc1)c1ccncc1 (stereo unspecified)	-35	6	1	3	0	0	-5	-1	0
Cc1cc([N+](=O)[O-])nn1CC(=O)N/N=C/c1ccccc1Br	-4	-10	10	15	1	5	-2	-2	-1
COc1ccccc1C(=O)NCC(=O)n1nc(C)cc1C	0	-7	-3	19	1	3	-4	-4	-3
Cc1ccc(OC(=O)CCC(=O)Nc2ccc(Br)cc2)cc1	1	-2	5	2	1	3	-1	-1	-4
Cc1ccc(C)c(NC(=O)CCN2CCOCC2)c1	-2	-3	-3	8	0	4	-2	-3	-4
CCn1c(=O)n(CC)c2cc(NC(=O)CSc3ccc([N+](=O)[O-])cn3)ccc21	-4	0	8	-2	0	13	4	-3	-1
O=C(O)c1ccccc1N1C(=O)C2C3CCC(C3)C2C1=O (stereo unspecified)	11	-18	19	0	14	-5	9	2	-2
Cc1c(C)n(CCc2ccccc2)c2ncnc(NCCCO)c12	-4	-3	-5	10	15	-5	-1	1	3
COc1ccccc1NC(=O)CSc1ccc(-c2ccc(-n3ccnc3)cc2)nn1	5	-16	12	5	15	6	-2	-1	-2
CCOCCCNS(=O)(=O)c1ccc(NC(=O)c2ccc([N+](=O)[O-])cc2Cl)cc1	13	-7	-5	15	3	-7	0	0	-1
CCCCn1c(N)c(N(CC)C(=O)c2c(CC)noc2C)c(=O)[nH]c1=O	-14	1	1	0	0	14	-15	1	-2
CC1(C(=O)NS(=O)(=O)c2ccccc2)CCN1C(=O)CCc1ccccc1 (stereo unspecified)	-12	-4	8	1	1	8	-6	0	1
O=c1c(C/C=C/c2ccccc2)c(O)ccn1CCc1c[nH]c2ccccc12	-7	4	7	2	0	9	4	-3	-4
O=C(NCc1ccccn1)/C(=C/c1ccco1)NC(=O)c1ccccc1	-15	0	-4	0	5	13	-14	0	-7
COc1ccccc1NC1=C(Cl)C(=O)N(c2ccccc2)C1=O	-5	-5	0	-2	2	2	2	-5	-8
Cc1cc(C)nc(SCc2ccc(C(=O)N/N=C/c3ccc(C(=O)O)cc3)cc2)n1	8	-3	15	-2	1	4	-7	2	-1
Cc1cc(C)n2c(NC3CCCCC3)c(-c3ccc(F)cc3)nc2n1	nt	-2	-4	-3	-2	nt	-4	0	nt
CC(C)CC(=O)Nc1ccc(C(=O)NN2C(=O)c3ccccc3C2=O)cc1	-6	3	-4	3	1	12	4	0	-4
CCOc1cc(OCC)cc(C(=O)N2CCC[C@H]2C(=O)N2CCC[C@H]2C(=O)NCc2ccc(F)cc2F)c1	nt	2	1	1	2	nt	0	4	nt
Cc1cccc(OCCSc2cc(C)nc(N)n2)c1	12	-2	-1	8	2	-2	-3	-2	-1
Cc1ccc(Nc2nc(NCCCN3CCOCC3)nc(N)c2[N+](=O)[O-])cc1	-4	2	-10	11	2	-1	-3	1	-9
O=C(CCc1nnc(CCCCc2ccccc2)o1)NCCC1CCCCO1 (stereo unspecified)	4	-7	6	8	3	1	4	-2	-6
CCc1ccc(/C=C2/SC(=S)N(CC(=O)Nc3nc4ccccc4s3)C2=O)cc1	-7	4	-6	11	1	8	10	2	-2
COc1ccc(OC)c(NC(=O)c2csc(Cl)c2OC)c1	-2	-9	7	-4	-2	13	-10	-9	-4
Cc1ncoc1C(=O)N1CCCC(C(=O)c2ccc(C(F)(F)F)cc2)C1 (stereo unspecified)	5	-4	2	4	1	-5	8	-2	-9
Cc1ccc(C(=O)N2CCOCC2)cc1[N+](=O)[O-]	2	5	-8	4	1	1	-9	0	-3
NC(=O)c1nsc(C(=O)N(Cc2cccnc2)C(C(=O)NCc2ccc(F)cc2)c2ccc(O)cc2)c1N (stereo unspecified)	-12	-2	13	6	1	9	1	1	-5
COC(=O)c1sc(N)c(C(=O)OC)c1CSc1nnnn1C	-21	8	0	0	1	5	-8	-2	-2
COCCn1c(-c2ccccc2)cnc1N	-9	3	-2	5	1	18	-4	-2	-1
Cc1ccc(NC(=O)C2CCN(S(=O)(=O)c3cccs3)CC2)cc1	-1	-12	5	1	9	3	-8	0	-3
C=CCNC(=O)c1ccc(Cn2c(=S)[nH]c3cc4c(cc3c2=O)OCO4)cc1	6	1	-1	2	2	3	2	-1	-2
Cc1cccc(NC(=O)c2cccc(S(=O)(=O)Nc3ccccc3C(=O)O)c2)c1	-17	-2	3	5	-1	12	5	0	2
COc1ccc(OC)c(NC(=O)N2CCCC(C)C2)c1 (stereo unspecified)	4	-3	-3	2	1	3	1	-5	-3
COc1ccccc1C(=O)NCCC(=O)NNC(=O)C1COc2ccccc2O1 (stereo unspecified)	-5	1	3	2	0	3	-2	2	-3
